Assay outcomes (PubChem BioAssay)
ATXN viability: reduces viability in counter-screen for ATXN expression inhibitors; AID 651635; 400,000 compounds, 0.49% hits; S2 cells (HEK-293 line with an ATXN2-luciferase reporter) viability, CellTiter-Fluor protease fluorescence, 24 h; Potency, µM (top dose mostly 56.7 µM), most hits filed as cytotoxic; note: potency is the fitted concentration of half-maximal effect; nearly all actives have a fitted effect of over 40% in size
IL-2 act: IL-2 activation; IL-2 activation reporter assay, cell-based qHTS; stimulated with anti-CD3/CD4/CD28 beads; in transgenic mouse T cells; activation, % (series mostly up to about 46 µM); 360,000 compounds, 0.065% hits; in the data active = activation above about 50%; inconclusive = mostly about 30% to 49%; note: 0% is about no effect
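First, unstimulated transgenic mouse T cells were exposed to compound for 60 min. Next, anti-CD3/anti-CD4-coated beads with anti-CD28 were added. Finally, after 18 h at 37 degrees C, EGFP and DsRed were imaged.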
ATXN2 expr inh: ATXN2 expression inhibition | HEK-293 ATXN2-luciferase reporter, luminescence, 24 h | Potency, µM (titrated, usually from 57 µM), inactives show at the top dose activity change, negative = inhibition, most hits filed as inhibitors | 360,000 compounds, 0.72% hits; note: potency is the fitted concentration of half-maximal effect; % is set by controls: 0 for no effect and ±100 for the full control effect; nearly all actives have a fitted effect of over 55% in size
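ATXN2-luciferase reporter cells (luciferase flanked by upstream and downstream ATXN2 gene portions) were treated 24 h at 37 °C with compounds at up to 57 uM. SteadyGlo luminescence gave expression; GF-AFC fluorescence gave viability.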
HepG2 tox: kills HepG2 cells in TGF-b inhibitor counter-screen; HepG2 CAGA-GFP viability, ATP luminescence, 18 h; Potency, µM (series often up to 46.1 µM), for the others: at the top dose activity change, negative = cytotoxicity, usual class: cytotoxic; 410,000 compounds, 0.76% hits; AID 588856; note: potency is the fitted concentration of half-maximal effect; some results filed as inactive show a strong effect at the top dose
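HepG2 CAGA-GFP cells (1000/well, DMEM with 1% FBS) received compound, then TGF-beta at 500 pg/mL final, and were incubated 18 hours at 37 degrees C. Viability was read by CellTiter-Glo luminescence. Media-only wells were set as complete cell-killing and DMSO as no toxicity.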
A549 viability: counter-screen for Nrf2 inhibitors: cytotoxicity in A549 cells; A549 ARE-Fluc cells, CellTiter-Fluor viability, 18-24 h; Potency, µM (highest dose often 46 µM), inactives show at the top dose activity change, negative = cytotoxicity, usual class: inhibitors; 390,000 compounds, 0.16% hits; AID 504648; note: potency is the fitted concentration of half-maximal effect; % is set by controls: 0 for no effect and ±100 for the full control effect
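Cytotoxicity counterscreen: CellTiter-Fluor fluorescence was measured in A549 ARE_Fluc cells after 18-24 h of compound exposure in a concentration series. The subsequent BugLite luminescent read reports ARE-luciferase activity.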
TGFb inhibitor: inhibitors of TGF-b signaling. HepG2 CAGA-GFP TGF-b/SMAD3 reporter, GFP fluorescence, 18 h; TGF-beta stimulated, 500 pg/mL final. AID 588855. Potency, µM (highest dose often 46.1 µM), for inactives: at the top dose activity, negative = inhibition, actives largely listed as inhibitors. 410,000 compounds, 1.2% hits; note: potency is the fitted concentration of half-maximal effect; % is set by controls: 0 for no effect and ±100 for the full control effect; nearly all actives have a fitted effect of over 65% in size
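First, reporter cells (HEPG2 CAGA-GFP) rested 2 h at 37 degrees C. Next, compounds were pinned in and TGF-beta added to 500 pg/mL final. After 18 h, GFP was imaged per cell and summed per well.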
Nrf2 activator: activates Nrf2 signaling | AREc32 ARE-luciferase reporter (MCF7-derived line), luminescence, 24 h | Potency, µM (titrated, usually from 46.1 µM), without a hit: at the highest dose activation, most hits filed as activators | 410,000 compounds, 0.31% hits; note: potency is the fitted concentration of half-maximal effect; % of control where 0% means no effect; nearly all actives have a fitted effect of over 65% in size
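Reporter line AREc32 (ARE-Fluc), seeded overnight in OPTI-MEM with 5% FBS; compound pin-transferred, 24 hr at 37 deg C, 5% CO2; luminescent read-out.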
Nrf2 block: inhibitors of Nrf2 signaling. A549 ARE-Fluc reporter, luciferase luminescence, 18-24 h. Potency, µM (series often up to 46 µM), without a hit: at the highest dose activity change, negative = inhibition, usual class: inhibitors. 360,000 compounds, 2.1% hits. AID 504444; note: potency is the fitted concentration of half-maximal effect; % is set by controls: 0 for no effect and ±100 for the full control effect; nearly all actives have a fitted effect of over 60% in size
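Two sequential reads on A549 ARE_Fluc cells exposed to compound for 18-24 h: a CellTiter-Fluor fluorescence read for viability, then a luciferase luminescence read for Nrf2/ARE activity.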
EPAC2 agonist: agonists of human EPAC2 (RAPGEF4); Q8WZA2; EPAC2 activation, biochemical qHTS; response scale: 100% = 6.5 mM cAMP response; Potency, µM (top dose mostly 154 µM), for the others: at the highest dose activation, actives largely listed as activators; 360,000 compounds, 0.079% hits; AID 720711; note: potency is the fitted concentration of half-maximal effect; nearly all actives have a fitted effect of over 50% in size
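Each well held 100 nM EPAC2, 250 nM RAP1B-BODIPY-GDP and 50 uM GDP. Fluorescence, read at 5-min intervals to 30 min, was referenced to a 6.5 mM cAMP positive control.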
Starred values were filed as active, the others as inactive; i = inactive; ? = inconclusive; / = not tested or not shown; [ ] = remark or other dose. Unless noted, calls come from the whole dose curve; as a rule, active = well fitted curve in the direction sought with a large enough effect; inconclusive = small, poorly fitted or top-dose-only effect, or another doubt; inactive = no such curve, though single readings can be large; an effect the other way counts as inactive or inconclusive.

Sample of the layout (five entries):
Compound,ATXN viability,IL-2 act,ATXN2 expr inh,HepG2 tox,A549 viability,TGFb inhibitor,Nrf2 activator,Nrf2 block,EPAC2 agonist
O=C(c1cc2ccccc2cc1OCC(O)CN1CCCCC1)N1CCCCC1 (stereo not drawn),?,-1.6,-30%,-21%,7%,-5%,2.7%,17%,7%
NC(c1csc(Nc2ccccn2)n1)c1ccccc1Cl (stereo not drawn),?,-0.3,?,-27%,/,-18%,5.7%,/,11%
CCCc1cc(=O)[nH]c(SCC(=O)NC2CCCCC2)n1,i,-0.4,3%,-2%,-2%,13%,-0.5%,-11%,7%
CCCC(C)(C)C(=O)N1CCC1(C)C(=O)Nc1cccc(OC)c1 (stereo not drawn),i,-0.3,3%,-13%,/,?,0.5%,/,-2%
COC(=O)/C(=C\Nc1ccc(Cl)cc1Cl)NC(=O)c1ccc(Cl)cc1Cl,i,1.5,-21%,-34%,-12%,-1%,17%,4%,0%[15.6 µM]

The listing (from the top)
Compound,ATXN viability,IL-2 act,ATXN2 expr inh,HepG2 tox,A549 viability,TGFb inhibitor,Nrf2 activator,Nrf2 block,EPAC2 agonist
O=C(c1cc2ccccc2cc1OCC(O)CN1CCCCC1)N1CCCCC1 (stereo not drawn),?,-1.6,-30%,-21%,7%,-5%,2.7%,17%,7%
NC(c1csc(Nc2ccccn2)n1)c1ccccc1Cl (stereo not drawn),?,-0.3,?,-27%,/,-18%,5.7%,/,11%
CCCc1cc(=O)[nH]c(SCC(=O)NC2CCCCC2)n1,i,-0.4,3%,-2%,-2%,13%,-0.5%,-11%,7%
CCCC(C)(C)C(=O)N1CCC1(C)C(=O)Nc1cccc(OC)c1 (stereo not drawn),i,-0.3,3%,-13%,/,?,0.5%,/,-2%
COC(=O)/C(=C\Nc1ccc(Cl)cc1Cl)NC(=O)c1ccc(Cl)cc1Cl,i,1.5,-21%,-34%,-12%,-1%,17%,4%,0%[15.6 µM]
O=C(Nc1nccs1)C1CCN(S(=O)(=O)c2cccnc2)CC1,i,-4.0,5%,5%,-1%,-34%,-0.3%,11%,-5%
Clc1ccc(OCc2nc3ccccc3[nH]2)cc1,i,-0.6,28%[11.3 µM],0%,0%,14%,2.9%,?,8%
CC(C)CCN1C(N(C)C)=NC[C@@H]1C,i,-1.9,7%,-23%,-14%,8%,-2.0%,?,4%
CCOC(=O)Nc1ccc2c(c1)N(C(=O)CN)c1ccccc1CC2,i,1.0,-14%,-36%,-6%,?,0.5%,-12%,4%
CC(=O)NCCNS(=O)(=O)c1ccc(C)c([N+](=O)[O-])c1,i,-3.1,-24%,0%,2%,-8%,-0.4%,?,11%

An excerpt from above in order of number of heavy atoms, high to low.
Compound,ATXN viability,IL-2 act,ATXN2 expr inh,HepG2 tox,A549 viability,TGFb inhibitor,Nrf2 activator,Nrf2 block,EPAC2 agonist
COC(=O)/C(=C\Nc1ccc(Cl)cc1Cl)NC(=O)c1ccc(Cl)cc1Cl,i,1.5,-21%,-34%,-12%,-1%,17%,4%,0%[15.6 µM]
CCOC(=O)Nc1ccc2c(c1)N(C(=O)CN)c1ccccc1CC2,i,1.0,-14%,-36%,-6%,?,0.5%,-12%,4%
NC(c1csc(Nc2ccccn2)n1)c1ccccc1Cl (stereo not drawn),?,-0.3,?,-27%,/,-18%,5.7%,/,11%

Rows are unselected; about 4.3% have a hit in one of these screens.
